# Dyrk1A ADPGlo: inhibitors of rat Dyrk1A kinase | ADP-Glo luminescence, NFATc1 peptide | 310,000 tested, 0.43% active | Q63470 | inhibition, % at 12.5 µM; in the data active means inhibition above about 50%;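 further: plate controls were vehicle with enzyme for no effect and no enzyme for full effect; many of its hits are not listed in these tables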
# KCNK3 block: human KCNK3 channel inhibition, primary screen; O14649; CHO-KCNK3 thallium flux, FluxOR fluorescence; active compounds read low; B-score at 10 µM; 340,000 tested, 0.84% active; AID 602410;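 active means B-score under library mean minus 4 SD, starting fluorescence ratio at most library mean plus 5 SD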;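 further: more negative B-score means stronger inhibition of thallium flux through KCNK3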
# PolyA inh: yeast polyadenylation inhibition | S. cerevisiae SKY197-pL101 polyadenylation reporter, beta-gal luminescence; efflux-impaired pdr1/pdr3 knockout yeast; score 100 = 6 SD above DMSO | calls only at 12 µM | 300,000 tested, 0.02% active | AID 1875;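 active means lowest replicate activity score at least 50, where 100 means six control SD above control mean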;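 further: yeast exposed to compound for 9 h at 30 °C; higher score means more reporter readthrough which indicates perturbed polyadenylation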
# hERG rescue: hERG (human) protection from proarrhythmic block; CHO-hERG, FluxOR thallium flux, dofetilide IC70 present; activation (rescue from dofetilide block), less the hit threshold, % at 10 µM; Q12809; 310,000 tested, 0.51% active; AID 1511;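 active means activation above the mean of controls blocked by dofetilide plus 5 SD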;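 further: thallium influx through hERG after potassium depolarization seen as dye fluorescence rise; in these data hits start at about 4.7%; inactives centre near -7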
# RGS4 act: RGS4 potentiation or activation | HEK293 M3R/inducible RGS4, carbachol calcium flux Fluo4; active compounds read low | B-score at 10 µM | 310,000 tested, 0.92% active;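 active means B-score of the integrated calcium signal more than 4 SD below the library mean, with starting fluorescence not abnormally high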;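 further: negative B-score means reduced calcium response which marks RGS4 activation or potentiation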
#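 System: HEK293 FlpIn-TREx cells, stable M3R, doxycycline-inducible RGS4. Timing: overnight RGS4 induction, 30 min dye load 37 °C, 20 min compound RT. Also added: carbachol, ECmax concentration. Measured by: Fluo4 fluorescence kinetic imaging of calcium. Evaluation: integrated calcium ratio converted to B score.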
# GSK3 alpha inh: human GSK-3 alpha kinase inhibition; P49840; ADP-Glo luminescence, 60 min; inhibition, % at 10 µM; 320,000 tested, 0.1% active; AID 2650;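 in the data active means inhibition above about 50%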;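 further: GST-tagged GSK-3 alpha with peptide substrate and 25 µM ATP; 0% = DMSO neutral wells and 100% = GW8510 positive control wells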
# KCNQ1 pot: potentiators or activators of human KCNQ1 potassium channel. B-score at 10 µM. CHO-K1 KCNQ1, thallium flux FluxOR fluorescence; active compounds read high. 310,000 tested, 0.35% active. AID 2648;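 active means fluorescence ratio B-score, a plate-corrected score, at least three library SD, with initial intensity B-score within 5 SD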
# Target sequence (P51787 whole entry, looked up): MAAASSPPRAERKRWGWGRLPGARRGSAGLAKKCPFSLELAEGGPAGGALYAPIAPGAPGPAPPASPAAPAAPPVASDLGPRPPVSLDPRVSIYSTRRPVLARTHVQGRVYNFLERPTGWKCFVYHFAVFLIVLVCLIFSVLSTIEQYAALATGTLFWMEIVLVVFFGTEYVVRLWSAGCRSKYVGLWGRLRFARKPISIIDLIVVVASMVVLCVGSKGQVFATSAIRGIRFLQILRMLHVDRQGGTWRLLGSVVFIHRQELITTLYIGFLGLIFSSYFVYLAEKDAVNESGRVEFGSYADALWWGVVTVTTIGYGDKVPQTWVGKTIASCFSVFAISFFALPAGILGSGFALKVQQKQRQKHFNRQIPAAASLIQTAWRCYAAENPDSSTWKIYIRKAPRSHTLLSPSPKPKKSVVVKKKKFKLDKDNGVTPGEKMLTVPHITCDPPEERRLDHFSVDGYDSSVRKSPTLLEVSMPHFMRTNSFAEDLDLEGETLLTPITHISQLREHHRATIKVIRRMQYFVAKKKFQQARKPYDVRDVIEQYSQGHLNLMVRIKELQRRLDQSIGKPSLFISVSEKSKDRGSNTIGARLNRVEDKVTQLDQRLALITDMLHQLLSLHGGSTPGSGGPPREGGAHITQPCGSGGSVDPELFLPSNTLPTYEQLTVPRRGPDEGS
#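 Assay system: stable KCNQ1 CHO-K1 line; medium: assay buffer, equal DMSO in all wells; timing: 90 min dye loading and 20 min compound exposure, both at room temperature; technique: kinetic FluxOR thallium fluorescence, 10-s 1-Hz baseline, 110-s post-stimulus read; read-out basis: B score of baseline-normalized fluorescence ratio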
# KCNK9 block: inhibitors of human KCNK9 two-pore domain potassium channel; Q9NPC2; HEK293 KCNK9, FluxOR thallium flux fluorescence; active compounds read low; B-score at 10 µM; 310,000 tested, 1.2% active; AID 488922;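 active means ratio B-score over 3 SD below the library mean, with starting fluorescence within 5 SD of its mean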;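 further: negative B-score means less thallium flux so channel inhibition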
# Target sequence (Q9NPC2 whole entry, looked up, the tested form may be a part): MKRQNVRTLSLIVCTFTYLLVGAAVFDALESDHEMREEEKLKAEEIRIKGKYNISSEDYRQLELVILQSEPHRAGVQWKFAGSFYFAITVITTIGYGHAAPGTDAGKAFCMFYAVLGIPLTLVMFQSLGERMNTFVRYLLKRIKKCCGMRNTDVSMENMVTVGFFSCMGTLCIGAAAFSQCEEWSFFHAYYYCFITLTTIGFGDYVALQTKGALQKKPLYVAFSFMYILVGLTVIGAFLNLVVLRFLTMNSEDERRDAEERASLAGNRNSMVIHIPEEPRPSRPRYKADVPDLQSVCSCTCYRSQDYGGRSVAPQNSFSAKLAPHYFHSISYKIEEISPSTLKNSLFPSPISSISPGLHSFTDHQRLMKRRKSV
# GSK3B inh: inhibitors of human GSK3beta kinase; P49841; GST-GSK3beta kinase, ADP-Glo luminescence, 60 min; active compounds read low; activity score (negative = inhibition), % at 10 µM; 300,000 tested, 0.038% active; AID 2097;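 active means more than half of replicate wells score below -50%, meaning over 50% inhibition versus plate controls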;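 further: 0% = median DMSO wells and -100% = median GW8510 positive control wells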
#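 Assay system: GST-fused GSK3beta enzyme, cell-free / Medium: Tris pH 7.5 buffer with MgCl2, DTT, BSA, heparin / Also added: peptide substrate plus 25 µM ATP (final) / Compound: 10 µM single point / Timing: kinase reaction with compound 60 min at room temperature / Detection: ADP-Glo luminescence / Benchmarks: DMSO neutral wells and GW8510 at 20 µM as positive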
# RGS4 inh: inhibitors of human RGS4. P49798. HEK293 M3R/RGS4 inducible, Fluo-4 calcium flux; active compounds read high; triggered by carbachol at its EC20. B-score at 10 µM. 310,000 tested, 0.45% active;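 active means B-score, a plate-corrected calcium signal, over three deviations above library mean, with baseline fluorescence within five deviations of library mean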;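 further: RGS4 expression induced by doxycycline in cells with stable M3 receptor; B-score is computed from the integrated fluorescence ratio over baseline after carbachol; higher B-score means a larger calcium signal and so more RGS4 inhibition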
# KCNQ1 inh: blocks the human KCNQ1 potassium channel; 310,000 tested, 1.3% active; CHO-K1 KCNQ1, FluxOR thallium flux fluorescence; active compounds read high; AID 2642; B-score at 10 µM; P51787;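 active means compounds whose thallium flux B-score, printed positive for inhibition, exceeds three library SD while starting fluorescence stays within three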;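 further: channel opened by potassium depolarization with thallium stimulus after 20 min compound exposure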
# An asterisk follows results filed as active; i = inactive; . = no result given.
SMILES,Dyrk1A ADPGlo,KCNK3 block,PolyA inh,hERG rescue,RGS4 act,GSK3 alpha inh,KCNQ1 pot,KCNK9 block,GSK3B inh,RGS4 inh,KCNQ1 inh
CCNC(=O)COC(=O)CCC(=O)c1ccc(F)cc1,-1,i,i,-12,i,0,i,i,-7,i,i
NC(=O)c1cnn(-c2ccc3ccccc3c2)c1N,7,i,i,-10,i,1,i,i,0,i,i
Cc1ccc(S(=O)(=O)NC2=NCN(C3CCN(Cc4ccccc4)CC3)CN2)cc1,9,i,i,-5,i,-2,i,i,1,i,i
CC(C)(C)S(=O)(=O)/C(C#N)=C/Nc1ccccn1,.,i,i,-4,i,-3,i,i,2,i,i
Cc1nn(Cc2ccc(F)cc2)c(C)c1NC(=O)c1cc(-c2ccc3c(c2)OCO3)on1,5,i,i,-4,i,1,i,i,-1,i,i
CN(Cc1ccccc1)S(=O)(=O)c1ccc2c(c1)NC(=O)CC(=O)N2,-2,i,i,-7,i,0,i,i,-29,i,i
COCCCNC(=O)C1CCC(CNS(=O)(=O)c2ccc3c(c2)CC(C)N3C(=O)C2CC2)CC1 (stereo not drawn),-5,i,i,-6,i,-2,i,i,0,i,i
CCCCOCCCNC(=O)CC(C)c1ccccc1 (stereo not drawn),-1,i,i,-13,i,-2,i,i,-1,i,i
C/C(CCc1ccccc1)=N/NC(=O)C(=O)NCc1ccccc1,0,i,i,-11,i,0,i,i,-1,i,i
COc1cccc(C(=O)NNC(=O)c2ccccc2-n2cccc2)c1,-5,i,i,-4,i,-3,i,i,1,i,i
CCOc1ccccc1N1CCN(Cc2cn[nH]c2-c2ccc(F)cc2)CC1,3,i,i,-6,i,0,i,i,-4,6.8*,i
COc1ccccc1N1CCN(/N=C\c2ccc(C)o2)CC1,7,i,i,-11,i,-2,i,i,2,i,i
O=C(Cn1c(=O)oc2ccccc21)Nc1ccccc1C(F)(F)F,-2,i,i,-9,i,2,i,i,3,i,i
COc1ccccc1NC(=O)CN(C)S(=O)(=O)c1ccc2c(c1)CCC(=O)N2,-2,i,i,-11,i,-3,i,i,1,i,i
CN(CC(=O)Nc1cccc(F)c1)C(=O)C1=COCCO1,1,i,i,-10,i,-3,i,i,3,i,i
Fc1ccc(CSc2nnc(CN3CCOCC3)n2-c2ccccc2)c(Cl)c1,1,i,i,-3,i,-2,i,i,2,i,i
CCCC1=Nc2cc(C(=O)NCCCOC(C)C)ccc2Sc2ccccc21,-5,i,i,-7,i,-3,i,i,1,i,i
COc1ccc(OC)c(NC(=O)C2CCCN(S(C)(=O)=O)C2)c1 (stereo not drawn),.,i,i,-4,i,-1,i,i,4,i,i
Cc1ccc(C)c(NC(=S)NNC(=O)c2ccc(Br)o2)c1,-2,i,i,-10,i,-3,i,i,-1,i,i
FC(F)Sc1ccc(NC(=S)N2CCN(c3ccccn3)CC2)cc1,-4,i,i,-8,i,.,i,i,-8,i,i
Cc1ccc(C(=O)NNc2ncnc3ccccc23)cc1,-3,i,i,-8,i,-5,i,i,0,i,i
Cc1ccc(NC(=S)N(CCCN2CCN(C)CC2)Cc2cccs2)cc1,-2,i,i,-6,i,.,i,i,1,i,i
Cc1cccc(C)c1N1C(=O)CC(N(O)c2ccccc2)C1=O (stereo not drawn),-2,i,i,-9,i,-2,i,i,0,i,i
COC(CNC(=O)c1coc2nc3ccccc3nc12)OC,21,i,i,-4,i,1,i,i,-6,i,i
O=C(NCc1cccc(Cl)c1)C1CCCO1 (stereo not drawn),.,i,i,-9,i,-4,i,i,-2,i,i

# Laid out differently: results already given.
# Results follow in this order: Dyrk1A ADPGlo | KCNK3 block | PolyA inh | hERG rescue | RGS4 act | GSK3 alpha inh | KCNQ1 pot | KCNK9 block | GSK3B inh | RGS4 inh | KCNQ1 inh
> CCCC1=Nc2cc(C(=O)NCCCOC(C)C)ccc2Sc2ccccc21
    -5 | i | i | -7 | i | -3 | i | i | 1 | i | i
> COc1ccc(OC)c(NC(=O)C2CCCN(S(C)(=O)=O)C2)c1 (stereo not drawn)
    . | i | i | -4 | i | -1 | i | i | 4 | i | i

# New compounds follow:
SMILES,Dyrk1A ADPGlo,KCNK3 block,PolyA inh,hERG rescue,RGS4 act,GSK3 alpha inh,KCNQ1 pot,KCNK9 block,GSK3B inh,RGS4 inh,KCNQ1 inh
O=C(NCCCn1cccn1)C1CCC(=O)N(Cc2ccccc2F)C1 (stereo not drawn),2,i,i,-3,i,0,i,i,-2,i,i
Cn1cc(SCC(=O)Nc2ccc3c(c2)OCO3)c2ccccc21,5,i,i,-8,i,-1,i,i,1,i,i
CCC(O)C1CCN(C(=O)c2ccc(OC3CCN(Cc4ccccn4)CC3)cc2)CC1 (stereo not drawn),4,i,i,-3,i,-1,i,i,1,i,i
CN(Cc1ccccc1F)C(=O)C(Cc1ccccc1)NC(=O)c1ccccc1 (stereo not drawn),3,i,i,-22,-7.1*,-5,i,i,3,i,i
O=C(CN1CCC(Cc2ccccc2)CC1)NC(=O)NCc1ccco1,-9,i,i,-8,i,-1,i,i,0,i,i
Cc1cc(=O)n2c(-c3ccc(Cl)cc3)csc2n1,3,i,i,-7,i,-4,i,i,-5,i,i
COCCCn1c(SCC(=O)OC2CCCCC2)nnc1-c1cccs1,.,i,i,-11,i,-2,i,i,2,i,i
CCOc1cc(C(=O)N=c2sccn2C)cc(Br)c1OC,-4,i,i,-14,i,4,i,i,-4,i,i
CCCCN(CCCC)C(=S)N/N=C/c1c(C)[nH]n(-c2ccccc2)c1=O,-4,i,i,-7,i,.,29*,i,3,i,i
CC(=O)O/N=C(/C)c1ncc(C(F)(F)F)cc1N1CCOCC1,-14,i,i,-5,i,3,i,i,-4,i,i
c1ccc(C[n+]2c(-c3ccccc3)csc2Nc2ccccc2)cc1,0,i,i,-4,i,1,i,-8.7*,0,i,i
Cn1cc(CN2CCC(C(O)c3cccs3)CC2)c(-c2ccccc2F)n1 (stereo not drawn),19,i,i,-13,i,.,i,i,7,i,i
COc1ccc(Cl)cc1S(=O)(=O)N1CCCC(C(=O)NCCc2ccccc2)C1 (stereo not drawn),-4,i,i,-11,i,0,i,i,-2,i,i
CCOC(=O)C1=NN(c2ccc(F)cc2)C2=NC(C)=C(C(=O)OC)C(c3cccs3)N12 (stereo not drawn),-1,i,i,-19,i,2,i,-6.9*,-3,i,i
COc1ccc(CCNC(=O)C2CCCN(S(C)(=O)=O)C2)cc1OC (stereo not drawn),1,i,i,-1,i,-3,i,i,1,i,i
COc1ccc(C(CC(=O)NCc2ccccc2)Sc2n[nH]c(-c3ccccc3)n2)cc1 (stereo not drawn),2,i,i,-9,i,0,i,i,-3,i,i
O=C(NCc1ccccc1)Nc1cccn(Cc2ccc(F)cc2)c1=O,-2,i,i,-8,i,0,i,i,0,i,i
CNC(=O)C1C2C=CC3(O2)C1C(=O)N(C1CC1)C3C(=O)NCc1ccc(OC)cc1 (stereo not drawn),.,i,i,-8,i,0,i,i,-5,i,i
Cc1c(C(=O)N2CCCCC2)sc(NC(=O)C(C)C)c1C#N,34,i,i,1,i,2,i,i,0,i,i
COC(=O)CSC1=C(C#N)C(c2ccccc2OC)C(C(=O)OC)C(=O)N1 (stereo not drawn),3,i,i,-6,i,4,i,i,-3,i,i
CCc1ccc(NC(=O)C2CCN(S(=O)(=O)c3c(C)noc3/C=C/N(C)C)CC2)cc1,-5,i,i,-5,i,0,i,i,7,i,i
COc1ccc(C=NCC2COc3ccccc3O2)cc1OC (stereo not drawn),.,i,i,-9,i,-3,i,i,1,i,i
COc1ccc(S(=O)(=O)N2CCC(C(=O)N3CCCCC3)CC2)cc1,7,i,i,-5,i,-1,i,i,-5,i,i

# An excerpt from above in order of molar mass, falling:
SMILES,Dyrk1A ADPGlo,KCNK3 block,PolyA inh,hERG rescue,RGS4 act,GSK3 alpha inh,KCNQ1 pot,KCNK9 block,GSK3B inh,RGS4 inh,KCNQ1 inh
CCC(O)C1CCN(C(=O)c2ccc(OC3CCN(Cc4ccccn4)CC3)cc2)CC1 (stereo not drawn),4,i,i,-3,i,-1,i,i,1,i,i
COc1ccc(Cl)cc1S(=O)(=O)N1CCCC(C(=O)NCCc2ccccc2)C1 (stereo not drawn),-4,i,i,-11,i,0,i,i,-2,i,i
CNC(=O)C1C2C=CC3(O2)C1C(=O)N(C1CC1)C3C(=O)NCc1ccc(OC)cc1 (stereo not drawn),.,i,i,-8,i,0,i,i,-5,i,i
COCCCn1c(SCC(=O)OC2CCCCC2)nnc1-c1cccs1,.,i,i,-11,i,-2,i,i,2,i,i
COC(=O)CSC1=C(C#N)C(c2ccccc2OC)C(C(=O)OC)C(=O)N1 (stereo not drawn),3,i,i,-6,i,4,i,i,-3,i,i
CCCCN(CCCC)C(=S)N/N=C/c1c(C)[nH]n(-c2ccccc2)c1=O,-4,i,i,-7,i,.,29*,i,3,i,i
Cn1cc(CN2CCC(C(O)c3cccs3)CC2)c(-c2ccccc2F)n1 (stereo not drawn),19,i,i,-13,i,.,i,i,7,i,i
CCOc1cc(C(=O)N=c2sccn2C)cc(Br)c1OC,-4,i,i,-14,i,4,i,i,-4,i,i
COc1ccc(S(=O)(=O)N2CCC(C(=O)N3CCCCC3)CC2)cc1,7,i,i,-5,i,-1,i,i,-5,i,i
O=C(NCCCn1cccn1)C1CCC(=O)N(Cc2ccccc2F)C1 (stereo not drawn),2,i,i,-3,i,0,i,i,-2,i,i
O=C(NCc1ccccc1)Nc1cccn(Cc2ccc(F)cc2)c1=O,-2,i,i,-8,i,0,i,i,0,i,i
CC(=O)O/N=C(/C)c1ncc(C(F)(F)F)cc1N1CCOCC1,-14,i,i,-5,i,3,i,i,-4,i,i
Cc1c(C(=O)N2CCCCC2)sc(NC(=O)C(C)C)c1C#N,34,i,i,1,i,2,i,i,0,i,i
COc1ccc(C=NCC2COc3ccccc3O2)cc1OC (stereo not drawn),.,i,i,-9,i,-3,i,i,1,i,i
Cc1cc(=O)n2c(-c3ccc(Cl)cc3)csc2n1,3,i,i,-7,i,-4,i,i,-5,i,i

# Compound activity (PubChem)

# These rows are one share of the data; count on the stated rates, not on these rows.
